Screening results deposited in PubChem by Broad Institute.
KDM4C inh: inhibitors of GASC-1 (KDM4C) histone demethylase, primary screen, biochemical, single concentration HTS; Lysine-specific demethylase 4C (Homo sapiens), Q9H3R0; GST-KDM4C 2-372, H3K9me3 peptide, LANCE TR-FRET; inhibition, % at 12.5 µM; 96,000 compounds, 0.15% hits; AID 720574, 2013;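 active = mean replicate inhibition above about 25%, with at least 55% of replicates also reaching it, limit read from the data, passing the limit was not always enough; inconclusive = only one of those two conditions met; inactive = neither condition met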
Target sequence (Q9H3R0 2-372 limits assumed): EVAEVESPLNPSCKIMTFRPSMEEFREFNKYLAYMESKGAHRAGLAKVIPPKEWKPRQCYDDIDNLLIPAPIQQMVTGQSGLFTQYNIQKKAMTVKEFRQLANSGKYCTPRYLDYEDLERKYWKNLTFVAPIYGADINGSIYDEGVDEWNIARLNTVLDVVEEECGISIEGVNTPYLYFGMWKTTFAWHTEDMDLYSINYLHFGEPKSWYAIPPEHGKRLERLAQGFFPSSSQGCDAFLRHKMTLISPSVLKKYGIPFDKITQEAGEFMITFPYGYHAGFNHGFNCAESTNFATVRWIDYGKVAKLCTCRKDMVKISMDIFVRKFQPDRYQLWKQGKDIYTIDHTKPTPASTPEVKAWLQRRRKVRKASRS
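Test system – GST-tagged GASC-1 (JMJD2C) catalytic fragment, aa 2-372 · Medium – HEPES buffer, pH 7.5, plus ascorbate · Reagent – H3K9me3 peptide with Fe(II)/2OG · Compound – one test concentration per compound · Timing – 30 min reaction, 60 min detection, RT · Technique – TR-FRET with Eu antibody and ULight streptavidin, EDTA stop · Read-out basis – inhibition from TR-FRET ratio decrease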
C diff HTS: C. difficile growth inhibitors, primary screen, HTS | Clostridium difficile clinical isolate growth, OD600, 24 h; stronger effect = lower value | growth activity, negative = inhibition, % at 16 µg/mL (by protocol) | 86,000 compounds, 0.25% hits | AID 1259249, 2017;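 active = mean growth activity at or below -80% and every replicate also at or below -80%; inconclusive = mean at or below -80% but some replicate above -80%; inactive = mean growth activity above -80%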;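 note: 0% = DMSO wells and -100% = levofloxacin 16 µg/mL wells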
Pf Dd2 inh: P. falciparum Dd2 growth inhibitors, primary screen, SYBR Green fluorescence, single dose replicates; 94,000 compounds, 2.3% hits; AID 1159554, 2015; 72 h; stronger effect = lower value; activity change, % at 10 µM; in the data active = activity change below about -80%; inconclusive = no clear call, values can overlap the other calls
Tcruzi prolif: T. cruzi intracellular proliferation inhibitors, primary screen, cell-based, beta-gal Tulahuen parasites, NIH3T3 host, luminescence; T. cruzi beta-gal in NIH3T3, GalScreen luminescence, 90 h; inhibition, % at 8.34 µM; 77,000 compounds, 5.9% hits;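 active = mean inhibition above about 93%, with at least 55% of replicates each passing it, limit read from the data, passing the limit was not always enough; inconclusive = only one of those two conditions holds; inactive = neither condition holds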
* hit, by the source's call; ? = inconclusive; nt = no result given; & = joins results of further samples.

Letter code: A = KDM4C inh; B = C diff HTS; C = Pf Dd2 inh; D = Tcruzi prolif
CCS(=O)(=O)N1CCC2(CC1)CN(C(=O)Nc1c(C)noc1C)[C@@H](CO)c1[nH]c3cc(OC)ccc3c12
  A: -0.7 | B: -1.0 | C: -28.9 | D: nt
C[C@H](CO)N1C[C@H](C)[C@H](CN(C)Cc2ccccc2)Oc2ccc(NC(=O)Nc3cccc4ccccc34)cc2CC1=O
  A: 0.3 | B: 2.3 | C: -46.0 | D: 72.8
COc1ccc(S(=O)(=O)Nc2ccc3c(c2)C(=O)N([C@H](C)CO)C[C@H](C)[C@H](CN(C)S(=O)(=O)c2cn(C)cn2)OCCCC[C@@H](C)O3)cc1
  A: -1.1 | B: 4.6 | C: 18.3 | D: 16.6
Cc1ccc(S(=O)(=O)Nc2ccc3c(c2)C(=O)N([C@@H](C)CO)C[C@H](C)[C@H](CN(C)S(=O)(=O)c2cccs2)OCCCC[C@H](C)O3)cc1
  A: -2.5 | B: -8.4 | C: nt | D: nt
C[C@H]1CN([C@@H](C)CO)C(=O)Cc2cc(NS(=O)(=O)c3cn(C)cn3)ccc2O[C@H]1CN(C)S(C)(=O)=O
  A: -1.0 | B: -9.4 | C: 10.1 | D: 3.1
CN(C)C(=O)c1ccc(-c2ccc([C@@H]3[C@@H](CO)N4CCCCN(Cc5ccncc5)C[C@@H]34)cc2)cc1
  A: 2.1 | B: -6.9 | C: 1.3 | D: 30.7
N#C[C@H]1[C@@H](c2ccccc2)[C@@H](CO)N1S(=O)(=O)Cc1ccccc1
  A: 1.3 | B: 0.9 | C: 15.2 | D: 10.0
COc1ccc(S(=O)(=O)N(C)C[C@@H]2OCCCC[C@H](C)Oc3ccc(NC(=O)Nc4ccccc4)cc3C(=O)N([C@@H](C)CO)C[C@@H]2C)cc1
  A: -0.9 | B: 4.0 | C: -85.6* | D: ?
CC(C)NC(=O)N1Cc2cc(C(=O)NC3CCC3)nc(-c3cccc(-c4cccnc4)c3)c2[C@@H]1CCO
  A: 2.8 | B: -7.8 | C: -62.2 | D: nt
O=C(C[C@@H]1C[C@@H]2c3cc(NS(=O)(=O)c4ccc(F)cc4)ccc3O[C@@H]2[C@H](CO)O1)N1CCCCC1
  A: 0.7 | B: -4.4 | C: -7.3 | D: nt
C[C@H]1CN([C@@H](C)CO)C(=O)c2cc(NS(=O)(=O)c3ccc(Cl)cc3)ccc2O[C@H]1CN(C)S(=O)(=O)c1ccc(F)cc1
  A: 5.8 | B: 3.3 | C: 10.8 | D: -6.1
C[C@@H]1CN([C@H](C)CO)C(=O)c2cc(NS(=O)(=O)c3cccs3)ccc2O[C@H]1CN(C)Cc1ccc(Cl)c(Cl)c1
  A: 1.9 | B: -4.8 | C: -7.0 | D: 7.5
CC(=O)N1[C@@H](CO)[C@@H](c2ccccc2)[C@@H]1CN(C)C(=O)CN1CCOCC1
  A: 2.1 | B: -1.0 | C: 9.0 | D: 7.6
O=C(C1CC1)N1CC2(C1)[C@H](c1ccccc1)[C@@H](CO)N2Cc1ccc(Cl)cc1
  A: -0.2 | B: -3.1 | C: -17.3 | D: nt
CO[C@@H]1CN(C)C(=O)c2ccc(NS(=O)(=O)CC(F)(F)F)cc2OC[C@@H](C)N(C)C[C@@H]1C
  A: 0.5 | B: 1.1 | C: 23.9 | D: -31.1
COc1cccc(-c2ccc3n(c2=O)C[C@H]2[C@H](CO)[C@@H](C(=O)NC4CCC4)[C@@H]3N2C)c1
  A: -1.6 | B: 3.5 | C: 1.0 | D: 28.2
C[C@@H]1CN([C@H](C)CO)C(=O)Cc2cc(NC(=O)Cc3ccccc3)ccc2O[C@H]1CN(C)Cc1ccc(C(=O)Nc2ccccc2N)cc1
  A: -3.6 | B: 10.7 | C: -4.6 | D: nt
COc1ccc(S(=O)(=O)N(C)C[C@@H]2OCCCC[C@H](C)Oc3ccc(NS(=O)(=O)c4cccs4)cc3C(=O)N([C@H](C)CO)C[C@H]2C)cc1
  A: -0.9 | B: -1.7 | C: -48.8 | D: 2.9
CCN(C[C@@H]1[C@@H](c2ccccc2)[C@H](CO)N1S(C)(=O)=O)C(=O)C1CC1
  A: 0.9 | B: -3.5 | C: 8.3 | D: 8.2
COCCNC(=O)C[C@H]1C[C@H]2c3cc(NC(=O)NC4CCCCC4)ccc3O[C@H]2[C@@H](CO)O1
  A: -1.0 | B: nt | C: 8.9 | D: -3.7
COc1ccc(C#Cc2ccc3c(c2)[C@H]2[C@H](CCN2C(=O)c2ccncc2)[C@@H](CO)N3)cc1
  A: 0.6 | B: 7.9 | C: -59.7 | D: nt
O=C(Nc1ccc(Cl)c(Cl)c1)N[C@H]1CC[C@@H](CCn2cc(C3CC3)nn2)O[C@@H]1CO
  A: 0.9 | B: 17.4 | C: -8.9 | D: nt
Cc1ccc(S(=O)(=O)N[C@H]2CC[C@H](CCn3cc(C4(O)CCCC4)nn3)O[C@@H]2CO)cc1
  A: 0.9 | B: 0.6 | C: -2.0 | D: -21.5
CCCNC(=O)N1CC2(C1)CN(S(C)(=O)=O)[C@@H](CO)c1c2c2ccc(OC)cc2n1C
  A: 0.0 | B: -10.3 | C: 43.1 | D: nt
Cc1noc(C)c1NC(=O)Nc1cccc2c1O[C@@H](CN(C)C(=O)Nc1c(C)noc1C)[C@@H](C)CN([C@H](C)CO)C2=O
  A: -2.7 | B: -3.2 | C: 13.2 | D: 11.0

The listing continues.
Letter code: A = KDM4C inh; B = C diff HTS; C = Pf Dd2 inh; D = Tcruzi prolif
C[C@@H]1CN([C@@H](C)CO)C(=O)CCCn2cc(nn2)CO[C@@H]1CN(C)C(=O)Nc1ccccc1C(F)(F)F
  A: 3.8 | B: -2.1 | C: -2.9 | D: -58.2
C[C@H](CO)N1C[C@H](C)[C@@H](CN(C)C(=O)Nc2ccccc2)OCc2cnnn2CCCC1=O
  A: 0.4 | B: -4.2 | C: 7.1&4.6 | D: -50.3&-17.4
C[C@@H]1CCCCO[C@H](CN(C)C(=O)Cc2ccccc2)[C@H](C)CN([C@H](C)CO)C(=O)c2cc(NS(=O)(=O)c3cn(C)cn3)ccc2O1
  A: 3.0 | B: -3.3 | C: -9.9 | D: 0.8
C[C@H]1CN([C@@H](C)CO)C(=O)c2cccc(NC(=O)Nc3ccccc3)c2O[C@H]1CN(C)C(=O)NC1CCCCC1
  A: 0.3 | B: 4.7 | C: 24.2 | D: 33.7
COc1ccc(S(=O)(=O)Nc2ccc3c(c2)C(=O)N([C@H](C)CO)C[C@H](C)[C@@H](CN(C)Cc2ccc4c(c2)OCO4)OCCCC[C@@H](C)O3)cc1
  A: -1.2 | B: -3.0 | C: -34.5 | D: 21.8
C[C@@H]1CN([C@H](C)CO)S(=O)(=O)c2ccc(C#Cc3ccccn3)cc2O[C@H]1CN(C)Cc1cccc(F)c1
  A: -10.6 | B: 2.5 | C: -28.0 | D: 121.2*
COc1ccc(S(=O)(=O)Nc2ccc3c(c2)C(=O)N([C@@H](C)CO)C[C@@H](C)[C@@H](CN(C)C)OCCCC[C@H](C)O3)cc1
  A: 0.4 | B: -0.7 | C: -37.8 | D: 8.4
CN1c2ccc(-c3ccccc3)cc2[C@H]2[C@H](CCN2S(=O)(=O)c2ccccc2F)[C@@H]1CO
  A: -0.3 | B: 4.1 | C: -7.4 | D: -10.0
C[C@@H]1CN([C@@H](C)CO)C(=O)c2cc(NC(=O)Cc3cn(C)c4ccccc34)ccc2O[C@@H]1CN(C)Cc1ccc(C(=O)O)cc1
  A: 0.6 | B: -1.2 | C: -2.1 | D: nt
COc1ccc(NC(=O)Nc2ccc3c(c2)[C@H]2C[C@H](CC(=O)N4CCN(C)CC4)O[C@@H](CO)[C@H]2O3)cc1
  A: 1.4 | B: -3.0 | C: 7.0 | D: 7.3
O=C(c1ccccn1)N1C[C@H]2[C@@H](c3ccccc31)[C@H](CO)N2C(=O)CC1CC1
  A: -0.3 | B: -1.5 | C: 2.9 | D: -25.9
COc1ccc2c3c([nH]c2c1)[C@H](CO)N(C(=O)C1CC1)CC31CCN(C)CC1
  A: 1.7 | B: 18.4 | C: 20.8 | D: nt
COc1ccc2c3c(n(C)c2c1)[C@H](CO)N(C(C)=O)CC31CCN(C(=O)C2CC2)CC1
  A: 0.2 | B: 0.0 | C: 11.1 | D: nt
CO[C@@H]1CN(C)C(=O)c2cc(NC(=O)Nc3ccc(Cl)c(Cl)c3)ccc2OC[C@@H](C)NC[C@@H]1C
  A: -1.8 | B: -96.8* | C: -86.4* | D: -57.7
CO[C@H]1CN(C)C(=O)c2ccc(NC(=O)Nc3c(C)noc3C)cc2OC[C@@H](C)N(C)C[C@H]1C
  A: 1.1 | B: nt | C: 15.7 | D: 29.7
CO[C@@H]1CN(C)C(=O)c2cc(NC(=O)C3CC3)ccc2OC[C@H](C)N(CCc2ccccc2)C[C@@H]1C
  A: 1.5 | B: 4.4 | C: -12.5 | D: -8.8
C[C@@H](NC(=O)C[C@@H]1C[C@H]2c3cc(NS(C)(=O)=O)ccc3O[C@H]2[C@H](CO)O1)c1ccccc1
  A: -3.4 | B: -2.6 | C: -1.9 | D: nt
C[C@H](CO)N1C[C@H](C)[C@H](CN(C)C(=O)c2ccncc2)Oc2ncc(C#CC3CC3)cc2C1=O
  A: 0.8 | B: nt | C: 41.9 | D: -2.8
CNC[C@@H]1Oc2ccc(NC(=O)Nc3ccc(F)cc3)cc2CC(=O)N([C@@H](C)CO)C[C@@H]1C
  A: 0.1 | B: 2.8 | C: -2.1 | D: nt
CC(C)NC(=O)Nc1ccc2c(c1)C(=O)N([C@@H](C)CO)C[C@H](C)[C@@H](CN(C)C(=O)Nc1ccc(F)cc1)OCCCC[C@@H](C)O2
  A: 0.0 | B: 3.4 | C: -24.4 | D: 12.5
CCCNC(=O)[C@@H]1[C@@H](CO)[C@@H]2Cn3c(ccc(-c4ccc(F)cc4)c3=O)[C@H]1N2C
  A: 1.6 | B: -3.0 | C: 2.7 | D: 8.8
C[C@@H]1CCCCO[C@H](CN(C)CC2CC2)[C@@H](C)CN([C@H](C)CO)C(=O)c2cc(NC(=O)Nc3ccc4c(c3)OCO4)ccc2O1
  A: -2.4 | B: 5.8 | C: -3.6 | D: 31.8
Cc1noc(C)c1S(=O)(=O)Nc1ccc2c(c1)C(=O)N([C@H](C)CO)C[C@H](C)[C@@H](CN(C)C(=O)Nc1ccc(F)cc1)O2
  A: 0.2 | B: nt | C: 28.0 | D: -38.6
C[C@@H]1CCCCO[C@H](CN(C)C(=O)Nc2cccc3ccccc23)[C@H](C)CN([C@@H](C)CO)C(=O)c2cc(NS(=O)(=O)c3ccc(Cl)cc3)ccc2O1
  A: -1.5 | B: 1.1 | C: -56.5 | D: 99.0*
Cc1noc(C)c1NC(=O)N(C)C[C@H]1Oc2ccc(NC(=O)Cc3ccccc3)cc2CC(=O)N([C@H](C)CO)C[C@@H]1C
  A: 2.7 | B: 0.7 | C: 11.3 | D: 35.9
C[C@@H]1CCCCO[C@H](CN(C)C(=O)Cc2ccccc2)[C@H](C)CN([C@H](C)CO)C(=O)c2cc(NS(=O)(=O)c3ccccc3)ccc2O1
  A: -0.5 | B: nt | C: -71.6 | D: nt
C[C@H]1CN([C@@H](C)CO)C(=O)c2cc(NS(=O)(=O)c3cccs3)ccc2O[C@H]1CN(C)Cc1ccc(C(F)(F)F)cc1
  A: 0.6 | B: 4.4 | C: -0.1 | D: 72.6
C[C@H](CO)N1C[C@H](C)[C@@H](CN(C)S(=O)(=O)c2cccs2)Oc2ccc(NC(=O)Nc3ccccc3)cc2CC1=O
  A: 5.0 | B: -3.1 | C: -33.5 | D: -20.3

Random excerpt: 6 records from the list, in no set order.
Letter code: A = KDM4C inh; B = C diff HTS; C = Pf Dd2 inh; D = Tcruzi prolif
C[C@@H]1CCCCO[C@H](CN(C)CC2CC2)[C@@H](C)CN([C@H](C)CO)C(=O)c2cc(NC(=O)Nc3ccc4c(c3)OCO4)ccc2O1
  A: -2.4 | B: 5.8 | C: -3.6 | D: 31.8
CO[C@@H]1CN(C)C(=O)c2cc(NC(=O)Nc3ccc(Cl)c(Cl)c3)ccc2OC[C@@H](C)NC[C@@H]1C
  A: -1.8 | B: -96.8* | C: -86.4* | D: -57.7
C[C@H](CO)N1C[C@H](C)[C@@H](CN(C)S(=O)(=O)c2cccs2)Oc2ccc(NC(=O)Nc3ccccc3)cc2CC1=O
  A: 5.0 | B: -3.1 | C: -33.5 | D: -20.3
CO[C@H]1CN(C)C(=O)c2ccc(NC(=O)Nc3c(C)noc3C)cc2OC[C@@H](C)N(C)C[C@H]1C
  A: 1.1 | B: nt | C: 15.7 | D: 29.7
CC(C)NC(=O)Nc1ccc2c(c1)C(=O)N([C@@H](C)CO)C[C@H](C)[C@@H](CN(C)C(=O)Nc1ccc(F)cc1)OCCCC[C@@H](C)O2
  A: 0.0 | B: 3.4 | C: -24.4 | D: 12.5
C[C@@H]1CN([C@@H](C)CO)C(=O)CCCn2cc(nn2)CO[C@@H]1CN(C)C(=O)Nc1ccccc1C(F)(F)F
  A: 3.8 | B: -2.1 | C: -2.9 | D: -58.2
